Screening results deposited in PubChem by several laboratories.
DAT uptake mod: changed human dopamine transporter uptake under cocaine IC80; Q01959; LLC-PK1 hDAT cells, [14C]-dopamine uptake with cocaine IC80; actives deviate in either direction; B-score at 10 µM; 110,000 tested, 1.3% active;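 active = Z score or B-score, a plate-position-corrected score, falls beyond the plate's 99.7% confidence bounds, in either direction; inactive = both scores lie inside the 99.7% bounds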;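 note: scored against the spread of the other compound wells on the same plate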
Target sequence (Q01959 whole entry, looked up): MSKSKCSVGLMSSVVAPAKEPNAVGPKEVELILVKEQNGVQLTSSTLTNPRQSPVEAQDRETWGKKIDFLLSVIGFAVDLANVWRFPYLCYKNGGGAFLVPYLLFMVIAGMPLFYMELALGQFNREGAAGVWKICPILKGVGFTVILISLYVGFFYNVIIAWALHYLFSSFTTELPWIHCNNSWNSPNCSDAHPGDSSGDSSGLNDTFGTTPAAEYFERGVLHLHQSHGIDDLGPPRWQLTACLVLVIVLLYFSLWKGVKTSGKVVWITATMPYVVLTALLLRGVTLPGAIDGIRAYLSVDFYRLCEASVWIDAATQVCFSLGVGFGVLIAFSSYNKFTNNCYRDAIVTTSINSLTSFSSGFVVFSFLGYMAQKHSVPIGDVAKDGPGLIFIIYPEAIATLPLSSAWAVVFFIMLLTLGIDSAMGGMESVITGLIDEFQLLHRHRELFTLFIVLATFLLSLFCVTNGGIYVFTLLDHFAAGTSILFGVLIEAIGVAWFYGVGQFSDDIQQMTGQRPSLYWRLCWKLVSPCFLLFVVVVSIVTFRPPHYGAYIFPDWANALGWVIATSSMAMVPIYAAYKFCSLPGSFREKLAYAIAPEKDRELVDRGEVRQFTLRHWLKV
CYP2C19 activ: increases human CYP2C19 enzyme activity | P33261 | 96,000 tested, under 10 active | AID 1025 | recombinant CYP2C19, luciferin-H EGE luminescence; stronger effect = higher value; 0 = fully inhibited enzyme, 1 = untreated enzyme | activation factor at 5 µM;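 active = activation factor of at least 2 at 5 µM in the primary screen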;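 note: 0 = wells with 2.5 mM tranylcypromine and 1 = vehicle-only wells; values of inactives mirror those of a sister screen read the other way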
Target sequence (P33261 whole entry, looked up): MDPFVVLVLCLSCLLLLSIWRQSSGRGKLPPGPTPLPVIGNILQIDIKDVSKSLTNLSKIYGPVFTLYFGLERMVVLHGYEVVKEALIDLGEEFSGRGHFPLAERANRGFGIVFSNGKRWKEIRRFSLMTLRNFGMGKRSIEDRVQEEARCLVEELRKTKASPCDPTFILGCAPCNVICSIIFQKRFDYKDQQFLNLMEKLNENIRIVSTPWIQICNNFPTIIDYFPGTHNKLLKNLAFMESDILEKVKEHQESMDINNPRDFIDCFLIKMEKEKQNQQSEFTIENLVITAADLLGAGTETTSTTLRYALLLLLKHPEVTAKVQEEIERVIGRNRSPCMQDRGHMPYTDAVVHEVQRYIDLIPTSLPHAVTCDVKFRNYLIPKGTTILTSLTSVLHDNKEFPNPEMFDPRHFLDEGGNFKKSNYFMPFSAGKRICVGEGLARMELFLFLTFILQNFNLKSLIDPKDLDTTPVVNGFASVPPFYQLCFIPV
sEH act: activators of human soluble epoxide hydrolase; P34913; purified human sEH enzymatic activity, activator screen; activation, % at 2 µM; 91,000 tested, 0.04% active; in the data active = activation above about 37%; note: values of inactives mirror those of a sister screen read the other way
S1P2 antag: S1P2 (human) receptor antagonism; cell-based S1P2 antagonist assay, inhibition at 5 uM; O95136; inhibition, % at 5 µM; AID 736; 97,000 tested, 0.21% active; in the data active = inhibition above about 45%;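 note: CRE beta-lactamase reporter cells expressing human S1P2 stimulated with S1P; 0% = agonist at EC80 alone and 100% = agonist plus reference antagonist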
S1P2 ag: activates the human S1P2 receptor; O95136; S1P2-expressing cell line, agonist reporter read-out; activation, % at 4.5 µM; 97,000 tested, 0.46% active; AID 729; in the data active = activation above about 16%;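 note: 0% = vehicle low control and 100% = maximal reference agonist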
sEH inhibitor: inhibitors of human soluble epoxide hydrolase. inhibition, % at 2 µM. 91,000 tested, 0.34% active. recombinant human sEH enzymatic activity assay. AID 707; in the data active = inhibition above about 80%; note: values of inactives mirror those of a sister screen read the other way; many of its hits are not listed in these tables
CYP2C19 inh: inhibitors of human CYP2C19; 96,000 tested, 21% active; P33261; CYP2C19 Supersomes, luciferin-H EGE luminescence, 30 min; inhibition, % at 5 µM;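 active = CYP2C19 inhibition above a set limit at 5 µM in the primary screen, cut at about 50% in these data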;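 note: plate controls were negative control wells for no effect and 2.5 mM tranylcypromine positive control for full effect; values of inactives mirror those of a sister screen read the other way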
PostGolgi ctrl: yeast control strain growth, post-Golgi counter-screen | efflux-deficient yeast background strain, growth absorbance A615, 16 h | inhibition, % at 10 µM | 98,000 tested, 5% active | AID 738
PostGolgi yeast: growth inhibition of a yeast mutant, post-Golgi transport screen; post-Golgi transport phenotypic cell assay; inhibition, % at 10 µM; 98,000 tested, 0.9% active;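 note: yeast cells grown in 1536-well plates; yeast grown about 18 h at 30C before absorbance read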
An asterisk follows results filed as active; . = no result given. Cut-off read from the data, not from the text of the source, unless noted: active = inhibition above about 30%; inactive = the rest.

SMILES | DAT uptake mod | CYP2C19 activ | sEH act | S1P2 antag | S1P2 ag | sEH inhibitor | CYP2C19 inh | PostGolgi ctrl | PostGolgi yeast
Cc1ccc(OCc2nnc(SCC(=O)NCc3ccco3)n2C)cc1 | 0.88 | . | 11 | -11 | -4 | -5 | . | . | .
O=C(CSc1nnc(-c2ccco2)n1-c1ccccc1)NCc1ccco1 | -0.094 | 0.7 | 2 | 25 | -3 | 0 | 29 | 7 | 2
CC(C)(C)NC(=O)C1CN(S(=O)(=O)c2ccccc2)CCN1S(=O)(=O)c1ccccc1 (centres undefined) | 0.18 | 0.6 | . | . | . | . | 44 | 2 | -3
CCNC(=O)CSc1nc2ccccc2c(=O)n1OC | -1.1 | 1.2 | 11 | 4 | -3 | -12 | -25 | 5 | -4
Cc1ccc(Cn2ccc(NC(=O)c3cc(CC(C)C)on3)n2)cc1 | -0.95 | 0.8 | . | . | . | . | 23 | 11 | -4
Cc1noc(C)c1COc1cccc(C(=O)OCCOc2ccc(F)cc2)c1 | -0.099 | 0 | 7 | 9 | -4 | -8 | 98* | 21 | -1
Cc1csc(SCc2nnc(-c3ccccc3Br)o2)n1 | 1.4 | 0.4 | . | 0 | -9 | . | 60* | 4 | 8
COc1ccc(CCNC(=O)CN2CCC(n3nnc4cc(F)ccc43)CC2)cc1OC | . | 0.8 | . | . | . | . | 23 | 10 | 5
O=C(Nc1nccs1)c1cc2sccc2n1Cc1ccc(Cl)cc1 | 2.2 | 0.7 | . | -22 | -3 | . | 25 | 4 | -3
O=P1(O)C=C(c2ccccc2)NC(c2ccccc2)=C1 | 0.034 | 1 | 5 | 1 | -8 | -2 | -1 | -3 | -3

Record cards, from the list above. Order of values: DAT uptake mod | CYP2C19 activ | sEH act | S1P2 antag | S1P2 ag | sEH inhibitor | CYP2C19 inh | PostGolgi ctrl | PostGolgi yeast
Profile of `Cc1ccc(OCc2nnc(SCC(=O)NCc3ccco3)n2C)cc1` = 0.88 | . | 11 | -11 | -4 | -5 | . | . | .
Profile of `O=P1(O)C=C(c2ccccc2)NC(c2ccccc2)=C1` = 0.034 | 1 | 5 | 1 | -8 | -2 | -1 | -3 | -3

(cont.)
SMILES | DAT uptake mod | CYP2C19 activ | sEH act | S1P2 antag | S1P2 ag | sEH inhibitor | CYP2C19 inh | PostGolgi ctrl | PostGolgi yeast
COc1ccc(OC)c(NC(=O)c2ccc(-n3cccn3)nc2)c1 | -0.36 | 1 | 10 | -9 | -8 | -7 | 3 | 4 | 27
COc1ccc(OC)c(S(=O)(=O)NC2CCN(Cc3ccccc3)CC2)c1 | 0.098 | 0.8 | -4 | 1 | 0 | 7 | 24 | 18 | 6
CCOc1ccc(C(C)C)cc1S(=O)(=O)n1nc(C)cc1C | -0.048 | 0.3 | -6 | 0 | -6 | 10 | 74* | 16 | -8
COc1ccc(CN(Cc2nc3ccccc3c(=O)[nH]2)C(=O)C(C)(C)C)cc1 | 0.13 | 0.7 | 5 | -17 | -7 | -3 | 28 | -7 | -6
O=C(C1CC1)N(CCc1ccccc1)Cc1nc2ccccc2c(=O)[nH]1 | 0.0069 | 0.4 | 12 | 6 | -8 | -13 | 56* | 17 | 15
CCOc1ccc(/C=N/NC(=S)Nc2c(C)cccc2C)cc1 | -0.72 | 1.2 | -11 | 5 | -4 | 10 | -18 | 6 | -10
COc1ccc(S(=O)(=O)Nc2ccc(Cl)cn2)c(C)c1C | -0.015 | 0.6 | -16 | 1 | -2 | 12 | 39 | 22 | -5
CSC(=NS(=O)(=O)c1ccc(C)cc1)SC | -0.14 | 0.8 | -7 | -6 | 0 | 5 | 21 | 7 | 2
Cc1csc(=NC(=O)c2ccccc2)n1Cc1ccco1 | 0.32 | 0.3 | 17 | -2 | 0 | -15 | 72* | 6 | -4
COc1ccc(NS(=O)(=O)c2ccc(NC(=O)C3CCCO3)cc2)cc1 (centres undefined) | 0.97 | 0.3 | -7 | 19 | -6 | 5 | 69* | 5 | -8

Some of the entries so far, as tab-separated lines:
compound	DAT uptake mod	CYP2C19 activ	sEH act	S1P2 antag	S1P2 ag	sEH inhibitor	CYP2C19 inh	PostGolgi ctrl	PostGolgi yeast
O=P1(O)C=C(c2ccccc2)NC(c2ccccc2)=C1	0.034	1	5	1	-8	-2	-1	-3	-3
COc1ccc(OC)c(NC(=O)c2ccc(-n3cccn3)nc2)c1	-0.36	1	10	-9	-8	-7	3	4	27
COc1ccc(OC)c(S(=O)(=O)NC2CCN(Cc3ccccc3)CC2)c1	0.098	0.8	-4	1	0	7	24	18	6
CCOc1ccc(C(C)C)cc1S(=O)(=O)n1nc(C)cc1C	-0.048	0.3	-6	0	-6	10	74*	16	-8
COc1ccc(CN(Cc2nc3ccccc3c(=O)[nH]2)C(=O)C(C)(C)C)cc1	0.13	0.7	5	-17	-7	-3	28	-7	-6
O=C(C1CC1)N(CCc1ccccc1)Cc1nc2ccccc2c(=O)[nH]1	0.0069	0.4	12	6	-8	-13	56*	17	15
CCOc1ccc(/C=N/NC(=S)Nc2c(C)cccc2C)cc1	-0.72	1.2	-11	5	-4	10	-18	6	-10
COc1ccc(S(=O)(=O)Nc2ccc(Cl)cn2)c(C)c1C	-0.015	0.6	-16	1	-2	12	39	22	-5
CSC(=NS(=O)(=O)c1ccc(C)cc1)SC	-0.14	0.8	-7	-6	0	5	21	7	2

(listing goes on)
SMILES | DAT uptake mod | CYP2C19 activ | sEH act | S1P2 antag | S1P2 ag | sEH inhibitor | CYP2C19 inh | PostGolgi ctrl | PostGolgi yeast
Cc1ccc2nc(C(F)(F)F)c(C#N)c(N)c2c1 | -1.1 | 1.1 | . | . | . | . | -8 | 36* | -5
O=[N+]([O-])c1ccccc1N/N=C\c1ccccc1Cl | -1.3 | 0.4 | . | -6 | -2 | . | 64* | 6 | 24
OCCNc1nc2ccccc2n1-c1ncnc2sc3c(c12)CCC3 | . | 1.1 | 4 | -18 | 18* | -1 | -6 | 5 | 4
O=C(CCC(=O)OCC(=O)c1ccc(Br)cc1)Nc1cccc2cccnc12 | -0.89 | 1 | -4 | 2 | -1 | 4 | 0 | -7 | -3
CC(C)OCCCNc1nc2c(c(=O)n(Cc3ccccc3F)c(=O)n2C)n1C | 0.27 | 0.6 | 7 | 23 | -1 | -6 | 43 | 6 | -4
Fc1ccc(COc2ccc(Cl)cc2/C=N/Nc2nc(N3CCCC3)nc(N3CCCC3)n2)cc1 | 0.28 | 1.1 | 14 | 2 | -2 | -12 | -10 | -1 | 10
CC(OC(=O)CNC(=O)C12CC3CC(CC(C3)C1)C2)C(=O)Nc1ncc(Cl)cc1Cl (centres undefined) | 0.65 | 0.5 | -2 | -8 | 1 | 2 | 54* | 16 | -1
O=C(c1cnn2c(C(F)(F)F)cc(-c3ccccc3)nc12)N1CCCc2ccccc21 | -1.8 | 0.8 | -7 | 25 | -10 | 9 | 20 | 1 | 2
O=C(Oc1ccc(N2C(=O)CCC2=O)cc1)c1ccccc1 | -0.3 | . | -1 | -3 | -5 | 6 | . | . | .
CCN(CC)C(=O)c1cn(C)c2ccc(S(=O)(=O)N(CC)CC)cc2c1=O | 1.3 | 1 | . | . | . | . | 2 | 4 | 3
CCCn1c2ccccc2c2nnc(SCC(=O)Nc3nnc(CC(=O)OCC)s3)nc21 | . | 0.1 | -4 | -7 | -1 | 4 | 95* | 6 | -10
Cc1ccc(N(CC(=O)N2CCn3c2nc2ccccc23)S(=O)(=O)c2c(C)n[nH]c2C)cc1 | 0.88 | 0.8 | 3 | 16 | -9 | 0 | 25 | 2 | 7
Cc1ccc(S(=O)(=O)N2CCCC(C(=O)NCCc3ccc4c(c3)OCO4)C2)cc1 (centres undefined) | -0.98 | 0.5 | -37 | -9 | -3 | 37 | 49 | 5 | -4
O=C(c1ccc(Cn2c(=O)[nH]c3ccccc3c2=O)cc1)N1CCN(c2ccc(F)cc2)CC1 | 0.053 | 0.1 | -2 | 4 | -6 | 3 | 88* | -2 | 1
Cn1nnnc1SCCNCc1ccc(Cl)cc1 | -0.65 | 0.2 | -8 | 11 | 0 | 5 | 84* | 0 | -1
COc1ccc(-c2nn(C)c3sc(C(=O)N4CCOCC4)cc23)cc1OC | -0.61 | 0.8 | . | . | . | . | 18 | 3 | 3
C=CCn1c(SCCOc2ccccc2)nnc1C(C)NC(=O)c1ccccc1 (centres undefined) | -0.13 | 0.9 | -4 | 20 | -6 | 4 | 11 | -5 | -3
Cn1c(=NC(=O)C2CC2)sc2cc(F)cc(F)c21 | -0.13 | 0.9 | . | 4 | -3 | . | 14 | -9 | 1
N#CC(=C1SC=CS1)c1nc(-c2ccccc2)cs1 | -1.4 | 0.3 | . | 4 | -11 | . | 65* | 13 | -5
CC(C)CCNC(=O)C(c1ccco1)N(CC1CCCO1)C(=O)Cn1nnc2ccccc21 (centres undefined) | -0.0021 | . | 13 | -6 | -1 | -10 | . | 4 | 10
CS(=O)(=O)c1ccc2nc(NC(=O)CN3CCCCCC3)sc2c1 | -0.57 | 1.1 | -12 | 16 | -13 | 13 | -6 | 3 | 4
Cc1noc(C)c1COC(=O)c1cc2ccccc2cc1O | -0.036 | 0.1 | -6 | -8 | -6 | 5 | 89* | 19 | 2
COC(=O)CN1C(=O)C(O)(CC(=O)c2ccc(C)cc2)c2ccccc21 (centres undefined) | -1.5 | 0.4 | . | . | . | . | 62* | -7 | -5
O=C(NCc1ccccc1Br)c1ccco1 | 0.95 | 0.5 | -8 | 3 | -1 | 9 | 49 | 5 | 4
O=C(Nc1ccccc1)N(CCc1ccncc1)C1CCCCC1 | -0.84 | . | 10 | 19 | -5 | -11 | . | . | .
CCCNS(=O)(=O)c1ccc(OCC(=O)Nc2ccc3c(c2)OCCO3)cc1 | -0.033 | 0.9 | 0 | 1 | -1 | 2 | 11 | 14 | 18
O=C(COC(=O)c1ccccn1)NC12CC3CC(CC(C3)C1)C2 | 0.2 | 0.2 | 3 | -10 | -3 | 0 | 80* | 6 | 1
CC(C)(C)OC(=O)N1CCC[C@H]1C(=O)NCC1CCC(C(=O)O)CC1 (some centres undefined) | 0.056 | 1.1 | . | . | . | . | -6 | 0 | 1
C/C(=N\Nc1cc(Cl)nc(C)n1)c1ccc(Cl)c(Cl)c1 | -0.27 | 1 | . | 23 | -6 | . | -1 | -3 | 4
O=C(c1cnccn1)N(c1ccccc1)C1(C(=O)NC2CCCCC2)CCCCC1 | 0.91 | 1.1 | -2 | 15 | -2 | 2 | -10 | 33* | 0
CCc1ccc(-c2nc(CN3CCCC(C(=O)O)C3)c(C)o2)cc1 (centres undefined) | -1.3 | 1 | 4 | 8 | -4 | -2 | 3 | 8 | -11
Clc1ccc(-n2ncc3c(NCCN4CCOCC4)ncnc32)cc1 | 1.8 | 0.9 | 3 | -14 | -1 | 0 | 13 | 7 | 0
Cc1cccc(NC(=O)Cn2c(=O)n(C)c3ccccc32)c1 | -0.14 | . | 0 | 7 | -5 | 2 | . | . | .
CCOc1ccc(C2c3cc(OC)c(OC)cc3CC(=O)N2c2ccc(OC)cc2)cc1 (centres undefined) | 0.57 | 0.7 | 1 | -15 | -6 | 2 | 27 | 2 | -6
O=C(COc1ccc2ccccc2c1)NNC(=O)[C@@H]1CCCC[C@@H]1C(=O)O | . | 0.9 | 2 | 9 | 0 | -2 | 12 | 1 | 1
COc1cccc2c1OC1(C)CC2NC(=O)N1Cc1ccccc1 (centres undefined) | . | 0.7 | -2 | 0 | -7 | 4 | 29 | 18 | 15
CC(C)CCn1c(SCC(=O)N2CC(=O)Nc3ccccc32)nc2scc(-c3cccs3)c2c1=O | -0.68 | 1.1 | 8 | -21 | -5 | -6 | -6 | 7 | 3
Cc1ccc(C(=O)COC(=O)c2ccccc2N2C(=O)C3C4CCC(C4)C3C2=O)cc1C (centres undefined) | -0.71 | 1.1 | 6 | 0 | -3 | -7 | -12 | -5 | -4
CCN(CC)S(=O)(=O)c1ccc(C(=O)Nc2ccc3c(c2)OCCO3)cc1 | 1.5 | 0.8 | . | . | . | . | 15 | -4 | -5
CCc1cc(=O)oc2cc(OCC(=O)N(CC)CC)c(Cl)cc12 | 1.1 | 0.9 | . | 5 | -1 | . | 12 | 7 | -11
Cc1ccc2c(Cl)c(C(=O)NCCCn3ccnc3)sc2c1 | 0.17 | . | -12 | 5 | -6 | 14 | . | 0 | 0
